Screening data (PubChem BioAssay)
NCOA1 inh = SRC1 coactivator transcriptional activity inhibitors, primary screen, cell-based, luminescence; HEK293 GAL4-SRC1 luciferase reporter; inhibition, % at 3.6 µM; 0.12% of 360,000 active;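 active = inhibition above the campaign mean plus 3 SD, with each screening campaign given its own cutoff, cut at about 60% in these data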;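 also: 0% = DMSO treated cells and 100% = gossypol at 36 µM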
TLR9-MyD88 inh = inhibitors of TLR9-MyD88 association in cells, primary screen, cell-based, CHO, BLA complementation, fluorescence. Toll-like receptor 9 (Homo sapiens) + Myeloid differentiation primary response protein …. CCF4 FRET ratio. inhibition, % at 4.98 µM. 0.21% of 340,000 active. AID 504734, 2011;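 active = inhibition above the mean over all tested compounds plus 3 SD, cut at about 21% in these data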;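 also: 0% = DMSO only wells and 100% = clavulanate BLA inhibitor control wells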
SRC3 inh = SRC3 coactivator transcriptional activity inhibitors, primary screen, cell-based, luminescence | Nuclear receptor coactivator 3 (Homo sapiens), Q9Y6Q9 | HEK293 GAL4-SRC3 luciferase reporter | inhibition, % at 3.6 µM | 0.17% of 360,000 active;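 active = inhibition above a per-campaign cutoff, the mean of all compounds plus 3 SD, cut at about 60% in these data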;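 also: 0% = DMSO-treated cells and 100% = gossypol-treated cells at 36 µM; higher means less SRC3-driven luciferase light from the GAL4 reporter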
ABHD5-PLIN5 inh = ABHD5-PLIN5 interaction inhibitors, primary screen, cell lysate, split luciferase complementation, luminescence; Perilipin-5 (Homo sapiens) + 1-acylglycerol-3-phosphate O-acyltransferase ABHD5 (Homo …; Split G. princeps luciferase complementation, 4 h; inhibition, % at 4 µM; 0.78% of 360,000 active;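 active = inhibition above the mean inhibition across every tested compound plus 3 SD, cut at about 22% in these data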;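 also: 0% = DMSO only wells and the 100% control is not disclosed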
MC4R ag barr = MC4R agonists recruiting beta-arrestin, primary screen, cell-based, luminescence, agonist arm of biased-ligand search. U2OS MC4R beta-arrestin complementation; percent of melanotan II response, DMSO zero. Melanocortin receptor 4 (Homo sapiens), P32245. activation, % at 8.9 µM. 0.98% of 360,000 active;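 active = activation above a per-plate cutoff, the mean activation of sample wells on that plate plus 3 SD, cut at about 8% in these data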
Target sequence (P32245 whole entry, looked up): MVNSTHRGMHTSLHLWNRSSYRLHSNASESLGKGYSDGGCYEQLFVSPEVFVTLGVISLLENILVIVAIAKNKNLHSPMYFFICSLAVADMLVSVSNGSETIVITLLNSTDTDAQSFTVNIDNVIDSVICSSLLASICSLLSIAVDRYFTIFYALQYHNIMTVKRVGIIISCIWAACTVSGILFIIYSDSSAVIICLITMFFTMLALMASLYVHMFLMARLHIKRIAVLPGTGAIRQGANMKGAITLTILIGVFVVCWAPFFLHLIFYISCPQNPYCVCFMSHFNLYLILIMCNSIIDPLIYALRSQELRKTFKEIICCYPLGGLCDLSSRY
NR5A2 inv ag = LRH-1 (NR5A2) inverse agonists, primary screen, cell-based, luminescence, HEK293T, StAR-luciferase reporter; inhibition, % at 3.6 µM; Nuclear receptor subfamily 5 group A member 2 (Homo sapiens), O00482; AID 602396, 2012; LRH-1 transfected, 24 h; 0.13% of 360,000 active;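 active = inhibition above the mean inhibition of all tested compounds plus 3 SD, cut at about 73% in these data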;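 also: 0% = DMSO wells and 100% = reporter-only cells lacking LRH-1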
EBV LMP1 NFkB = EBV LMP1-driven NF-kappaB luciferase reporter inhibitors, primary screen, cell-based, luminescence, single point; inhibition, % at 12.5 µM; 0.69% of 350,000 active; AID 504558, 2011; LMP1-induced NF-kappaB luciferase reporter cells; in the data active = inhibition above about 41%;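 also: 0% = neutral control wells and 100% = reference inhibitor control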
SRC2 inh = inhibition of GAL4-SRC2 driven luciferase reporter, primary screen, SRC2 inhibitor project, cell-based, luminescence. inhibition, % at 9 µM. 0.17% of 370,000 active. HEK293 GAL4-SRC2 luciferase reporter. AID 651957, 2012. Nuclear receptor coactivator 2 (Homo sapiens), Q15596;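 active = inhibition above the mean inhibition of all tested compounds plus 3 SD, set per campaign, cut at about 52% in these data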;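 also: 0% = DMSO treated cells and 100% = cells given Gossypol at 36 µM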
NOD2-RIPK2 inh = NOD2-RIPK2 binding disruptors in cells, primary screen, fluorescence, CHO cells, BLA complementation | CCF4 ratio | inhibition, % at 4.98 µM | 0.38% of 360,000 active; in the data active = inhibition above about 21%;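 also: 0% = vehicle only and 100% = reference blocker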
MC4R antagonist = MC4R antagonists of cAMP signaling, primary screen, cell-based, TR-FRET, antagonist arm of biased-ligand search. Melanocortin receptor 4 (Homo sapiens), P32245. 0.48% of 360,000 active. inhibition, % at 6.5 µM. AID 540295, 2011. MC4R-expressing cells, MTII-stimulated cAMP, LANCE TR-FRET;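 active = inhibition above its plate's cutoff, the mean of tested wells on that plate plus 3 SD, cut at about 29% in these data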;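 also: 0% = Melanotan II alone and 100% = Melanotan II plus saturating MCL0020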
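material = U2OS cells stably expressing human melanocortin 4 receptor (MC4R) | also added = Melanotan II challenge | dosing = single nominal compound dose of 6.5 µM | detection = TR-FRET with Eu-cAMP and labeled anti-cAMP, 671 nm | replication = singlicate | timing = compound 30 min, challenge 1 h, detection 1 h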
COUP-TFII inh = NR2F2 transcriptional activity inhibitors, primary screen, cell-based, luciferase reporter, HEK293T, luminescence; COUP transcription factor 2 (Homo sapiens), P24468; 0.7% of 370,000 active; inhibition, % at 8.6 µM; HEK293T NGFI-A luciferase reporter; AID 686940, 2013;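 active = inhibition above a per-plate cutoff, mean inhibition of test wells between control levels plus 3 SD, cut at about 38% in these data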;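 also: cells cotransfected with COUP-TFII expression vector driving the NGFI-A reporter; 0% = median of COUP-TF2 test wells and 100% = reporter-only cells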
Target sequence (P24468 whole entry, looked up): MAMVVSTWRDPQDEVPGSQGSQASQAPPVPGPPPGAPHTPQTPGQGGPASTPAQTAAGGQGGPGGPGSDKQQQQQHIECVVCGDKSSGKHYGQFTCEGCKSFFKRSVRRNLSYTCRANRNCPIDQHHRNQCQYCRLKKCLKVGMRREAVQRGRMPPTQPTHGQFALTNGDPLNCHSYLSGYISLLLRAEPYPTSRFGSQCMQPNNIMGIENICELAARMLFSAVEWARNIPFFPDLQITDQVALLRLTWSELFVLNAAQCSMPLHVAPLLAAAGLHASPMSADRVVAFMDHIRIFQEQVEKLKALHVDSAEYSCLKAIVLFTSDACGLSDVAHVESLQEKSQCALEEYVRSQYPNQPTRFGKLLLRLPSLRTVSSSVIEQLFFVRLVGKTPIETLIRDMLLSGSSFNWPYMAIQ
* hit, by the source's call; nt = no result given.

COUP-TFII inh	NR5A2 inv ag	NOD2-RIPK2 inh	MC4R antagonist	MC4R ag barr	EBV LMP1 NFkB	SRC3 inh	ABHD5-PLIN5 inh	NCOA1 inh	SRC2 inh	TLR9-MyD88 inh	Structure
8	6	-1	3	-1.2	-2	-15	9	-12	10	-160	Cn1c(=O)c2c(ncn2CC(=O)N/N=C/C(Br)=C/c2ccccc2)n(C)c1=O
6	11	-13	-4	-0.3	-8	5	2	6	20	-8	COc1cc(NC(=O)COC(=O)CCOc2ccc(C)cc2)cc(OC)c1
-45	-118	-5	1	-2.8	-15	-81	2	-86	-81	0	O=C(NC1=NCCS1)Nc1ccccc1
-10	-31	-6	2	-1.1	9	-50	6	-1	-20	-1	COc1cc(/C=C(/C#N)c2nc3ccccc3[nH]2)ccc1OCc1ccc(C(=O)O)o1
-16	-73	1	-3	2.4	-5	-27	6	-37	-28	3	CNCc1ccccc1OCC(=O)Nc1ccccc1
16	-10	-6	11	-2.0	1	5	1	-2	-23	4	COc1ccc(CN(CC(=O)NCc2ccc(F)cc2)C(=O)c2csnn2)cc1
2	1	-7	5	-0.9	-3	2	-10	-15	-27	5	O=C(Cc1cccs1)N1CCN(S(=O)(=O)c2cc(Cl)ccc2Cl)CC1
16	6	-2	-10	3.0	1	18	3	14	-8	-4	CCN(c1cc(C)cc(C)c1)S(=O)(=O)c1nnc(NC(=O)C(C)C)s1
-5	19	-10	6	-0.9	1	-1	4	-1	-5	-1	Cc1ccc(-c2nc3ccccn3c2NC(=O)c2ccco2)cc1
8	10	-2	11	-5.6	0	7	-4	-15	-27	4	COc1ccc(CCNC(=O)COC(=O)Cn2cnc3c2c(=O)n(C)c(=O)n3C)cc1
-1	9	-9	16	-1.2	1	4	12	-15	5	6	O=C(O)c1cc2c(cc1NC(=O)c1c(F)cccc1F)OCCCO2
4	17	-1	4	-1.7	12	-2	-8	6	4	0	O=C1[C@H]2[C@@H](c3ccccc3)N[C@]3(CCCN(Cc4ccc(F)cc4)C3=O)[C@H]2C(=O)N1Cc1ccccc1
12	8	5	-2	0.0	0	-11	-8	7	-1	2	CC1CCC(NC(=O)c2cc(S(=O)(=O)N3CCCCC3)c[nH]2)CC1 (stereo unspecified)
-3	12	3	-5	0.2	3	3	9	-21	27	-2	CCOc1cc(/C=C/C(=O)c2ccc(O)cc2)ccc1OCC(=O)N(C)C
14	-13	1	0	-1.0	-7	-6	2	-2	-14	-11	CC(=O)N(CC(=O)N(CC(=O)O)c1ccc(Cl)cc1)c1ccc(Cl)cc1
-24	-9	-5	1	-1.6	1	16	7	5	-8	9	Cc1cccc(-c2cc3nc(C)cc(NCCCN(C)C)n3n2)c1
4	-35	5	0	-0.7	-16	-13	-1	-33	-24	1	COc1cccc(C(O)Cc2nc3ccccc3n2C)c1OC (stereo unspecified)
-26	-51	-11	-3	-1.3	-7	-12	-1	-31	-22	-14	C/C(Cn1nnc([N+](=O)[O-])n1)=N\NC(=O)c1ccc(O)cc1O
23	24	-14	17	-0.4	5	23	-5	9	7	-10	c1ccc(-c2csc3ncnc(N4CCc5ccccc5C4)c23)cc1
6	10	-3	10	1.3	4	-17	2	13	14	-1	CC1(C)Cc2ccccc2C2CC(O)C(=O)N21 (stereo unspecified)
-1	9	-6	1	-0.6	-1	-1	8	-10	-25	0	Nc1nc(N)nc(Cc2ccccc2O)n1
-13	-18	-10	3	-0.1	-3	4	6	-17	0	7	N=C1C(c2nc3ccccc3s2)=C(O)CN1c1ccccc1
22	-2	-5	5	0.7	0	10	2	-46	-2	1	CSCCC(NC(=O)c1ccco1)C(=O)NCc1ccc(F)cc1 (stereo unspecified)
-5	-8	2	20	-1.2	10	10	-1	8	4	3	N#Cc1ccc(COC(=O)CSc2nnc(N)s2)cc1
2	11	-11	-6	-0.4	-13	-8	3	9	-7	-4	CCCCC(=O)Nc1ccc(C(=O)NNC(=O)CCc2ccccc2)cc1
nt	-15	2	1	-2.0	3	-8	-2	-3	nt	0	CCCc1cc(=O)[nH]c(SCC(=O)N2CCC(C)CC2)n1
13	1	8	16	-0.3	13	3	-13	9	0	-2	CC1=CC(C)(C)N2C(=O)C3(C(C#N)=C(N)OC4=C3C(=O)CC(C)(C)C4)c3cc(C)cc1c32 (stereo unspecified)
18	20	3	-7	2.6	-8	18	10	-5	5	-2	C=CCNC(=O)C1CCCN(S(C)(=O)=O)C1 (stereo unspecified)
-14	-4	3	1	-2.0	-2	-12	-5	2	-14	-4	Cc1noc(NS(=O)(=O)c2ccc(NC(=O)CCCOc3ccc(Cl)cc3Cl)cc2)c1C
8	-1	-9	1	2.2	-2	-4	4	-6	17	5	CCOC(=O)CNC(c1ccccc1)c1cc(Br)ccc1NC(=O)OCC (stereo unspecified)
3	24	13	4	-1.0	-7	19	-5	-14	-38	-3	C=CCN(c1ccccc1)S(=O)(=O)c1cccc(C(=O)Nc2ncccc2C)c1
-28	-21	-8	20	3.4	-34	-35	-4	22	-9	-5	O=C(Nc1cccc(-c2nc3ccccc3o2)c1)c1ccc(N2C(=O)C3C4C=CC(C4)C3C2=O)cc1 (stereo unspecified)
7	8	-9	10	-1.0	-22	-15	-5	0	-25	-8	Cc1ccc(S(=O)(=O)N2CCC(=O)N(C(COCc3ccccc3)Cc3ccccc3)CC2)cc1 (stereo unspecified)
-1	17	-10	1	-0.3	-5	3	2	16	5	-4	Cc1nc(C)n(CCNS(=O)(=O)c2ccc(C)c(C)c2)n1
-2	-26	-11	2	5.3	5	22	0	10	-7	4	CC(C)CCn1c(SCc2ccc(Cl)cc2)nc2c1c(=O)[nH]c(=O)n2C
3	-16	-10	9	-0.5	0	-11	3	-15	5	-6	Cc1noc(C)c1CC(=O)NC1CC(C)(C)Cc2c1cnn2-c1ccccc1 (stereo unspecified)
-10	-11	-20	0	0.3	-8	-32	-1	-8	-71	-16	Cc1cccc(NC(=O)c2cnc3sccn3c2=O)n1
0	-19	-3	9	-0.4	6	4	-5	-5	4	-4	CCOC(=O)N1CCC(c2cc(=O)n3[nH]ccc3n2)CC1
-20	-7	-15	5	1.9	-1	-11	-13	2	4	-5	Cc1ccc(CN2CCN(/N=C/c3cc(Br)ccc3O)CC2)cc1
0	2	4	2	-1.1	nt	3	1	-3	7	nt	Nc1nc(NCCCN2CCOCC2)nc(Nc2ccc(Cl)cc2)c1[N+](=O)[O-]
-10	-5	-11	-3	-3.2	-2	8	5	-12	-30	2	CCOc1ccc2nc(NS(=O)(=O)c3ccc(NC(C)=O)cc3)sc2c1
-51	7	10	-3	0.0	8	9	13	-5	-7	-2	Cn1c(=O)cc(OCCCC(=O)NCc2ccco2)c2ccccc21
9	12	-1	4	-4.5	1	21	3	4	-2	-1	CCc1cc(C(=O)O)c(NC(=O)/C=C/c2ccc(OC)c(OC)c2)s1
-3	6	-7	3	-1.8	2	16	4	9	-1	7	CCOc1ccccc1C(=O)Nc1cc(C)ccc1NC(=O)c1ccco1
nt	2	1	5	-0.7	-1	12	6	1	nt	-4	Cc1noc(C)c1C(=O)Nc1ccc(Cl)cc1C(F)(F)F
-43	-171	-3	1	-2.2	16	-56	3	-103	-45	-6	Cc1cc(C(=O)COC(=O)c2n[nH]c3ccccc23)c(C)n1C
-6	-3	-4	10	2.1	-4	16	-2	-9	27	11	COCCN1CCN(Cc2cn(C)nc2-c2ccc(Oc3ccccc3)cc2)CC1
1	-2	-3	0	0.2	1	-9	10	-5	9	-6	O=C(Oc1ccccc1Cl)c1ccc2c(=O)n3c(nc2c1)CCC3
4	-11	-11	11	0.9	-2	-18	6	-60	12	-5	CC1CCc2nn(CC(=O)NCCC3=CCCCC3)cc2C1 (stereo unspecified)
3	-20	4	-5	-3.1	4	7	15	9	-2	4	Cc1ccc(CN(C)C(=O)c2ccccc2Oc2ccccc2)o1
-5	-4	11	3	3.2	-25	-7	14	-9	-11	9	CCOC(=O)c1c(NC(=O)c2ccc(S(=O)(=O)N3CCOCC3)cc2)sc2c1CCN(C(C)C)C2
11	-1	-7	-4	-0.1	-10	-5	3	-7	-20	-1	COC(=O)c1ccc(N2CCC(c3cc(-c4ccc(OC)cc4)n[nH]3)CC2)c([N+](=O)[O-])c1
-6	8	-2	-3	-0.6	11	-7	-5	-3	-2	2	COc1ccc(-c2cc(C3CC3)nc(N)c2C#N)cc1
14	-1	-9	10	1.2	-2	-26	1	-20	7	-8	Cc1nn(-c2ccccc2)c(OC(=O)c2cccs2)c1S(=O)(=O)c1ccccc1
0	12	2	7	0.8	-14	9	-2	-1	-3	-3	Cc1ccc([C@H]2N[C@]3(CCCN(Cc4ccc(Cl)cc4)C3=O)[C@H]3C(=O)N(Cc4ccccc4)C(=O)[C@@H]23)cc1
-3	0	-4	5	-2.1	-6	-7	0	-1	4	-1	CC(C)CC(=O)N=C1SC2CS(=O)(=O)CC2N1Cc1ccccc1 (stereo unspecified)
nt	9	-31	-7	-0.3	-3	14	73*	7	nt	-2	Cc1cc(O)c(C=O)c2c1C(=O)Oc1c(CO)c(O)c3c(c1O2)C(O)OC3=O (stereo unspecified)
3	4	-4	6	0.4	nt	-15	-4	2	19	nt	CC1CCCC(NC(=O)c2cc(S(=O)(=O)N3CCCCC3)c[nH]2)C1C (stereo unspecified)
-12	-14	-10	2	-0.2	-6	-7	3	-20	0	6	O=C(COC(=O)/C=C/c1ccccc1[N+](=O)[O-])NNC(=O)c1ccc(F)cc1
-6	-4	-4	-2	-2.0	-2	-6	-2	-1	-3	4	Cc1cccc(N2C(=S)N=C(Nc3c(C)cccc3C)C23CCOC(C)(C)C3)c1 (stereo unspecified)
7	-6	-2	6	-0.3	-7	-7	-12	2	1	-13	COc1ccc(-c2oc3ccccc3c2C(=O)OCc2ccccc2OC)cc1

The list is partial. The share of hits here may be higher or lower than overall.
